Mtb UGM inh: M. tuberculosis UGM enzyme inhibitors, primary screen, biochemical, fluorescence polarization, single point; UDP-galactopyranose mutase (Mycobacterium tuberculosis (strain ATCC 25618 / H37Rv)), …; purified UGM, fluorescence polarization probe displacement; inhibition, % at 10 µM; 320,000 tested, 0.06% active; in the data active = inhibition above about 10%, passing the limit was not always enough
Target sequence (P9WIQ1 whole entry, looked up): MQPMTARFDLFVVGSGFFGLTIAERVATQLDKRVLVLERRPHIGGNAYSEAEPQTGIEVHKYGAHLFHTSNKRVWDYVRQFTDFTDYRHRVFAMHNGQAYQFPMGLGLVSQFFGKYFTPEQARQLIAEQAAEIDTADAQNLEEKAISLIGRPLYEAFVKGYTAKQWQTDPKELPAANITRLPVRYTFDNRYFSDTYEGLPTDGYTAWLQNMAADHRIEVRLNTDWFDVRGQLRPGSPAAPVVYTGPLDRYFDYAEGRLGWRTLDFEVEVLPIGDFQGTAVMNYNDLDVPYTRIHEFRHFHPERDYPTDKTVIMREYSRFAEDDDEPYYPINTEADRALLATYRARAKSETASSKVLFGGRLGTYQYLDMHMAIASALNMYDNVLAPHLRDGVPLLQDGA
* marks the source's active call; other numbers are inactive results. Some of the compounds tested, so the mix of outcomes need not match the whole.

smiles,Mtb UGM inh
COc1ccc(S(=O)(=O)Nc2nc3ccccc3nc2Nc2ccc3c(c2)OCO3)cc1,-0.4
O=S(=O)(NCc1cccs1)c1ccc(Br)s1,-1.6
O=C(NCCCn1ccnc1)c1cc2c(ccc3ccccc32)o1,-1.0
CCCCCCCc1c(C#N)c(N)[nH]c(=S)c1C#N,1.6
N#CCN1CCC(c2cc(-c3ccco3)n[nH]2)CC1,2.9
Cc1ccc(C(=O)N[C@@H](C)CN2C3=NC[C@H](Cc4ccccc4)N3C[C@H]2Cc2ccc(O)cc2)cc1Br,0.1
CCn1c(O)c(C=Nc2ccccc2)sc1=S,-0.4
CCCCc1nc(NCCNC(=O)c2ccco2)c(C#N)c2c1CSC(C)(C)C2,0.5
COc1ccc(OC)c(Nc2cc(-c3ccccc3)nc(N)n2)c1,3.3
CC(/C=C/c1ccccc1)=N\Nc1nc2c(c(=O)[nH]c(=O)n2C)n1CCO,-0.3
CCC1=NN2C(=N)/C(=C\c3ccc(OCCOc4ccccc4)c(OC)c3)C(=O)N=C2S1,-1.9
CNC(=O)COC(=O)c1ccc2c(c1)NC(=O)C1CCCN21 (centres undefined),-1.2
COc1ccc(S(=O)(=O)N2CCC(N3CCN(c4ccccc4)CC3)CC2)cc1,0.3
C#CCOCCOCCOCCNc1nc(N2CCN(C(=O)[C@H](Cc3ccc(O)cc3)n3cc([C@@H](N)C(C)CC)nn3)CC2)nc(N2CCN(C(=O)[C@H](Cc3cc4ccccc4[nH]3)n3cc([C@@H](N)CC(C)C)nn3)CC2)n1 (some centres undefined),-0.9
COc1cccc(C2C(C(C)=O)=C(O)C(=O)N2CCNCCO)c1 (centres undefined),-5.3
CS(=O)(=O)Nc1ccccc1C(=O)N1CCN(c2ccccc2)CC1,1.4
COC(=O)Cn1c(=NC(=O)c2ccc([N+](=O)[O-])s2)sc2cc(Br)ccc21,-0.3
O=C(CSc1nncn1-c1ccccc1)Nc1cccc(S(=O)(=O)N2CCCCC2)c1,-0.3
CC1=C(C(=O)OC(C)(C)C)C(c2ccc(Br)cc2)NC(=O)N1CCCC(=O)O (centres undefined),-4.3
CCCCC1=CC2=CC(=O)C(C)(OC(=O)c3ccco3)C(=O)C2=CO1 (centres undefined),-1.4
Cc1ccc(C(=O)N[C@@H](C)CN2C3=NC[C@@H](Cc4ccccc4)N3C[C@H]2Cc2ccc(O)cc2)cc1Br,2.2
Cc1cccc(NC(=O)Cn2c(=O)n(CCc3c[nH]c4ccccc34)c(=O)c3cccnc32)c1,-0.2
CCC/C=C(\CCC)C(NS(=O)(=O)c1cccc2cccnc12)c1ccc(C(=O)OC)cc1 (centres undefined),0.8
CC(=O)Nc1ccc2c(c1)OCCOCCOc1cc(NC(C)=O)ccc1OCCOCCOCCO2,-1.1
COc1ccc(NC(=O)COc2ccc(C)cc2)c([N+](=O)[O-])c1,3.7
CC(C)(C)N1CCC1C(N)=O (centres undefined),3.0
COc1ccc(C(=O)CC(c2ccccc2)S(=O)(=O)c2ccc(C)cc2)cc1 (centres undefined),-1.0
CCOC(=O)Nc1ccc2c(CN3C(=O)NC(CC)(CC)C3=O)cc(=O)oc2c1,3.5
O=C(CSc1nc(C2CC2)nc2ccccc12)NCc1ccc2c(c1)OCO2,0.0
COC(=O)C1=C(C(=O)OC)[C@@H]2N(C)c3ccc(OC)cc3[C@@]23C[C@@H](C(=O)OC)N(C(=O)c2cc(C)oc2C)C3=N1,-1.7
N#Cc1cc([N+](=O)[O-])ccc1NC(=O)COC(=O)CCC1CCCCC1,-2.1
CC(C)(C#CCCCCC#CC(C)(C)[N+](C)(C)C)[N+](C)(C)C,-3.0
CCOc1ccc2nc(NC(=O)CN3CCN(c4ccccn4)CC3)sc2c1,0.2
CC1(OC(=O)c2cnc3ccccc3n2)C(=O)C=C2C=C(c3ccc(C#N)cc3)OC=C2C1=O (centres undefined),1.5
COc1ccc(N(CC(=O)N/N=C(\C)c2cccs2)S(=O)(=O)c2ccccc2)cc1Cl,-2.6
COC(=O)c1ccc(C)c(NC(=O)Cc2ccc([N+](=O)[O-])cc2)c1,8.0
CN1CCc2nc(SCC(=O)Nc3ccc(F)cc3)c(C#N)cc2C1,1.4
Cc1cc(Cl)ccc1OCC(=O)n1cc(C(=O)c2cc(Cl)ccc2O)cn1,0.6
Cc1ccc(/C=C2\SC(N3CCCC3)=NC2=O)cc1,-3.1
O=C1NC(=O)N(c2ccccc2)C(=O)/C1=C\c1ccc2c3c(cccc13)CC2,-1.5
COC(=O)[C@@H]1CC[C@H](C)[C@@H](c2ccc(C)cc2)N1C(=O)c1ccc(/C=N/O[C@@H](C)c2cn([C@H](CO)Cc3ccccc3)nn2)cc1,1.2
COc1ccc(/C=C2/C(=N)N3C(=NC2=O)Sc2cc(S(C)(=O)=O)ccc23)cc1OC,-5.3
CCN1C(=O)/C(=c2\s/c(=C3\Sc4ccccc4N3C)c(=O)n2C)N(C)C1=S,1.0
CCN(C(=O)c1cc2ccccc2o1)C12CC3CC(CC(C3)C1)C2,6.1
O=C(Cn1c(=O)c(=O)n(Cc2ccccc2)c2ccc(Cl)cc21)Nc1cc(F)ccc1F,-2.3
CC1CC(C)CN(C/C=C/c2ccccc2[N+](=O)[O-])C1 (centres undefined),0.2
CC(=O)N1CCc2cc(C(=O)CN3CCN(C(=O)c4ccco4)CC3)ccc21,-1.1
CN(C)C(=O)c1cccc(-c2csc(N3CCC(C(N)=O)CC3)n2)c1,-1.3
O=C(/C=C/c1ccco1)Nc1nc(-c2ccc(F)c(F)c2)cs1,-2.2
COc1ccc(CCNC(=O)C2CCC(CNS(=O)(=O)c3ccccc3)CC2)cc1OC (centres undefined),1.2
CC1CCN(C(=O)c2ccc3c(c2)NC(=O)CN3)CC1,1.2
COc1ccc(CNc2ccc3c(c2)CCC3)cc1OC,0.6
CC1(C)NC(=O)N(CC(=O)Nc2cc(S(=O)(=O)N3CCOCC3)ccc2N2CCOCC2)C1=O,2.2
CCCCOC(=O)NS(=O)(=O)c1sc(CC(C)C)cc1-c1ccc(Cn2c(CC)nc3c(C)cc(C)nc32)cc1,1.8
Cc1ccc(-c2nnc(SCC(=O)N/N=C/c3ccccc3C(=O)O)n2-c2ccccc2)cc1,0.5
O=[N+]([O-])c1ccc(O)c(C=Nc2ccc3oc(Cc4ccc(Cl)cc4)nc3c2)c1,1.0

smiles: COc1ccc(CCNC(=O)C2CCCCC2C(=O)O)cc1OC (centres undefined)
- Mtb UGM inh = 0.4

smiles: Cc1cc(Oc2ccc(=O)n(C)n2)nc(=S)[nH]1
- Mtb UGM inh = 0.2

smiles: CC1=C(C#N)c2nc(N)c(C#N)c(C)c2/C1=C\c1ccc(C)cc1
- Mtb UGM inh = 2.4

smiles: Oc1ccc(Br)cc1/C=N/Nc1nc(N2CCCCC2)nc(N2CCOCC2)n1
- Mtb UGM inh = -0.9

smiles: Clc1ccc(C2C3=C(Nc4ncnn42)c2ccccc2CC3)cc1 (centres undefined)
- Mtb UGM inh = 0.1

smiles: O=C1N/C(=C\c2nc3ccccc3s2)c2ccccc21
- Mtb UGM inh = 0.2

smiles: O=S(=O)(c1ccc(S(=O)(=O)N2CCCC2)cc1)N1CCCCC1
- Mtb UGM inh = 0.9

smiles: CC(=O)Oc1ccc(Cl)cc1/C=C/c1cc(OC(C)=O)c2ccccc2n1
- Mtb UGM inh = -3.8

smiles: O=C(CSc1ccc(-c2cccnc2)nn1)N1CCCc2ccccc21
- Mtb UGM inh = -3.5

smiles: CCC[C@@H]1C[C@@]1(CCC)[C@@H](NP(=O)(c1ccccc1)c1ccccc1)c1ccc(C(=O)OC)cc1
- Mtb UGM inh = -1.8

smiles: Cc1sc2nc(C3CC3)nc(SCC(=O)N3CCCc4ccccc43)c2c1C
- Mtb UGM inh = -1.5

smiles: COc1ccc2nc(Nc3nc(CSc4nnc(C)s4)cc(=O)[nH]3)nc(C)c2c1
- Mtb UGM inh = 0.1

smiles: CCOC(=O)c1c(NC(=O)c2cc(C)on2)c2cc([N+](=O)[O-])ccc2n1C
- Mtb UGM inh = -2.8

smiles: Cc1ccc2c(c1)SC1=NC(c3ccccc3)(C(F)(F)F)NC(=O)N12 (centres undefined)
- Mtb UGM inh = -3.1

smiles: c1nc2nc3c(c(N4CCNCC4)n2n1)CCCC3
- Mtb UGM inh = 2.6

smiles: CC(=O)NC(=S)c1c(N)n(Cc2ccccc2)c(=O)n(C)c1=O
- Mtb UGM inh = -2.2

smiles: Cc1ccc(NC(=O)c2ccccc2OCC(=O)Nc2cccc(Cl)c2C)nc1
- Mtb UGM inh = 1.1

smiles: O=C(Cc1ccccc1[N+](=O)[O-])OCc1cccc([N+](=O)[O-])c1
- Mtb UGM inh = 1.7

smiles: NC(Cc1cc(O)c(O)cc1O)C(=O)O (centres undefined)
- Mtb UGM inh = 1.5

smiles: CCCOc1ccc(NC(=O)C2OC3OC(C)(C)OC3C3OC(C)(C)OC23)cc1 (centres undefined)
- Mtb UGM inh = 2.5

smiles: CCOC(=O)c1c(-c2ccc(OCC)cc2)csc1NC(=O)CCN1C(=O)c2ccccc2C1=O
- Mtb UGM inh = 1.9

smiles: CC(C)CCNC(=O)c1ccc(-c2ccccc2)cc1
- Mtb UGM inh = -0.2

smiles: Nc1ccc(Sc2cc(Cl)nc(N)n2)cc1
- Mtb UGM inh = 0.5

smiles: CC1(C)C(=O)OC(c2cccn2-c2cccc([N+](=O)[O-])c2)C2(CCCCC2)C1=O (centres undefined)
- Mtb UGM inh = 2.1

smiles: COc1cc(-c2ccc(NC(=O)NC3CC3)c(OC)c2)ccc1NC(=O)NC1CC1
- Mtb UGM inh = 3.0

smiles: CC(=O)N1C(=O)c2cccc3cccc(c23)C(=O)N1C(C)=O
- Mtb UGM inh = -3.9

smiles: CCOC(=O)CCCCC(=O)c1[nH]c(=O)[nH]c1C[n+]1ccccc1
- Mtb UGM inh = 1.8

smiles: O=C(OCc1nc2ccccc2s1)c1cc2ccccc2oc1=O
- Mtb UGM inh = 2.6

smiles: CCn1c(C)nc2cc(C(=O)N=Nc3c(O)[nH]c4ccccc34)ccc21
- Mtb UGM inh = 3.0

smiles: COc1ccc(N2C(=O)[C@@H]3[C@H](C2=O)[C@H](C(=O)c2ccc(OC(C)=O)cc2)N2N=CC=C[C@@H]32)cc1
- Mtb UGM inh = 0.3

smiles: COc1ccc(S(=O)(=O)CCC(=O)Nc2cccc(OC)c2)cc1
- Mtb UGM inh = 0.3

smiles: CC(C)CC1NC(=O)c2ccccc2-n2c1nc1ccc(F)cc1c2=O (centres undefined)
- Mtb UGM inh = -0.7

smiles: COc1ccccc1[As](=O)(O)CC(O)COc1ccc(Cl)cc1Cl (centres undefined)
- Mtb UGM inh = -1.2

smiles: Cc1ccc(-n2c(-c3cccs3)nc3nc4ccccc4nc32)cc1
- Mtb UGM inh = -0.4

smiles: CCOCCCn1c(=NC(=O)c2ccc(OC)c(OC)c2)c(C#N)cc2c(=O)n3cccc(C)c3nc21
- Mtb UGM inh = 1.1

smiles: COc1cc(NS(=O)(=O)c2ccc(NC(=O)CSC3=NCCS3)cc2)nc(OC)n1
- Mtb UGM inh = 5.5

smiles: C#CCOCCOCCOCCNc1nc(N2CCN(C(=O)CCCCCCCCCCNC(=O)[C@@H](CCSC)n3cc(CCO)nn3)CC2)nc(N2CCN(C(=O)CCCCCCCCCCNC(=O)[C@H]([C@@H](C)CC)n3cc(CCCCCN)nn3)CC2)n1
- Mtb UGM inh = -0.6

smiles: Cc1nnc(NC(=O)C2C3C=CC(O3)C2C(=O)O)s1 (centres undefined)
- Mtb UGM inh = -1.1

smiles: CCOC(=O)C1=C(C)N=c2s/c(=C/c3ccco3)c(=O)n2C1c1cccc(OC)c1 (centres undefined)
- Mtb UGM inh = 0.8

smiles: COc1cccc(CN2C(=O)C3CCCN3c3ccc(S(=O)(=O)N4CCOCC4)cc32)c1 (centres undefined)
- Mtb UGM inh = 1.2

smiles: CC1CCC2C(C1)OS(=O)(=O)NC2(C)C (centres undefined)
- Mtb UGM inh = 0.4

smiles: C=CCNc1ccc(N2C(=O)C3CCC(C)CC3C2=O)cc1[N+](=O)[O-] (centres undefined)
- Mtb UGM inh = -3.4

smiles: CC1CCc2sc(C(=O)OC(C)C(=O)Nc3ncc(Cl)cc3Cl)cc2C1 (centres undefined)
- Mtb UGM inh = -1.4

smiles: CN(C)CCc1nc2ccccc2c(=O)n1-c1ccccc1
- Mtb UGM inh = -0.6

smiles: Cc1cccn2c(=O)c3cc(S(=O)(=O)c4ccccc4)c(=N)n(CC4CCCO4)c3nc12 (centres undefined)
- Mtb UGM inh = -0.1

smiles: O=C(Nc1ccccc1)n1ccc(-c2ccc(-n3ccnc3)cc2)n1
- Mtb UGM inh = -0.9

smiles: CCCN(CC1CC1)C(=O)CSc1nnc(-c2ccco2)n1N
- Mtb UGM inh = 3.2

smiles: CC1(c2nnc(-c3ccc(F)cc3)o2)CC(c2ccncc2)=NO1 (centres undefined)
- Mtb UGM inh = 3.4

smiles: Cc1ccc2nc(NC(=O)C3CCCN(S(=O)(=O)c4cccc5nonc45)C3)sc2c1 (centres undefined)
- Mtb UGM inh = -2.1

smiles: O=C(NCc1ccc(F)cc1)c1cccc2c1C(=O)c1ccc(Cl)cc1S2(=O)=O
- Mtb UGM inh = -1.2

smiles: COc1cccc([C@H](O)Cn2cc(-c3ccc(CON=C(C)C)cc3)nn2)c1
- Mtb UGM inh = -3.0

smiles: CCCCC1=CC2=CC(=O)C(C)(O)C(=O)C2=CO1 (centres undefined)
- Mtb UGM inh = 2.9

smiles: CCCCNc1nc2ccccc2n1CC(=O)Nc1ccc2c(c1)OCCO2
- Mtb UGM inh = 1.3

smiles: COc1cc2c(=O)n(Cc3ccccc3)c(=O)n(CC(=O)C(C)(C)C)c2cc1OC
- Mtb UGM inh = 1.6

smiles: Cn1c(CNC(=O)c2ccccc2F)nnc1SCc1nc2ccccc2c(=O)[nH]1
- Mtb UGM inh = -0.8

From PubChem
